Assay outcomes (PubChem)
JMJD2A Tudor inh – qHTS Assay for Inhibitors of JMJD2A-Tudor Domain | Lysine-specific demethylase 4A (Homo sapiens), O75164 | AlphaScreen JMJD2A-Tudor / H3K4me3 peptide binding | Potency, µM (highest dose often 114 µM), for the others: at the top dose activity change, negative = inhibition, usual class: inhibitors | actives 4.4% (n = 390,000); also: % is scaled to controls: 0 for no effect and ±100 for the full control effect; nearly all actives have a fitted effect of over 50% in size
PGK inhibitor – qHTS Assay to Find Inhibitors of Phosphoglycerate Kinase; AID 602233, 2012; actives 0.043% (n = 380,000); Phosphoglycerate kinase, glycosomal (Trypanosoma brucei brucei), P07378; PGK/GAPDH coupled, Kinase-Glo luminescence, 60 min; Potency, µM (titrated, usually from 57.5 µM), without a hit: top-dose activity change, negative = inhibition, usual class: inhibitors; also: % is scaled to controls: 0 for no effect and ±100 for the full control effect; nearly all actives have a fitted effect of over 60% in size
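Recombinant glycosomal PGK reaction used 1,3-bisphosphoglycerate generated in-well by GAPDH (100nM final) in 100mM TEA pH 7.6, 5mM MgCl2, 0.01% Tween-20. After 60 minutes at room temperature, ATP was read by Kinase-Glo Plus luminescence end-point.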
RGS4 inhibitor – Inhibitors of Regulator of G Protein Signaling (RGS) 4: qHTS. Regulator of G-protein signaling 4 (Homo sapiens), P49798. Transcreener GDP fluorescence polarization, RGS4-accelerated GTP hydrolysis. Potency, µM (highest dose often 114 µM), inactives show top-dose activity change, negative = inhibition, actives largely listed as inhibitors. actives 0.039% (n = 390,000). AID 504845, 2011; also: % is scaled to controls: 0 for no effect and ±100 for the full control effect; nearly all actives have a fitted effect of over 75% in size; some results filed as inactive show a strong effect at the top dose
Target sequence (P49798 whole entry, looked up): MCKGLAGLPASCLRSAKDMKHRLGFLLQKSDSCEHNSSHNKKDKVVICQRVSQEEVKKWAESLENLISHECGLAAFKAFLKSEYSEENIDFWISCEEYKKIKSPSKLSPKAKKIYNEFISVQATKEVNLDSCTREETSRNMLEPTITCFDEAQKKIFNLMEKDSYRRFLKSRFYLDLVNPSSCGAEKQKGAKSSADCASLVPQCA
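MLSMR compounds (23 nl, pin-transferred) preincubated 10 min at room temperature with a 500nM (2x) first reagent, then RGS4 at 900nM (2x) plus Transcreener GDP mix added; fluorescence polarization (620/688 nm) read before and after 90 min at 30 °C.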
12-LOX inh – Primary qHTS assay for inhibitors of human arachidonate 12S-lipoxygenase (ALOX12): Round 2; actives 1.1% (n = 580,000); purified 12hLO, xylenol orange hydroperoxide absorbance; Potency, µM (titrated, usually from 108 µM), inactives show top-dose activity change, negative = inhibition, hits mostly inhibitors; Polyunsaturated fatty acid lipoxygenase ALOX12 (Homo sapiens), P18054; also: % is scaled to controls: 0 for no effect and ±100 for the full control effect
Target sequence (P18054 whole entry, looked up): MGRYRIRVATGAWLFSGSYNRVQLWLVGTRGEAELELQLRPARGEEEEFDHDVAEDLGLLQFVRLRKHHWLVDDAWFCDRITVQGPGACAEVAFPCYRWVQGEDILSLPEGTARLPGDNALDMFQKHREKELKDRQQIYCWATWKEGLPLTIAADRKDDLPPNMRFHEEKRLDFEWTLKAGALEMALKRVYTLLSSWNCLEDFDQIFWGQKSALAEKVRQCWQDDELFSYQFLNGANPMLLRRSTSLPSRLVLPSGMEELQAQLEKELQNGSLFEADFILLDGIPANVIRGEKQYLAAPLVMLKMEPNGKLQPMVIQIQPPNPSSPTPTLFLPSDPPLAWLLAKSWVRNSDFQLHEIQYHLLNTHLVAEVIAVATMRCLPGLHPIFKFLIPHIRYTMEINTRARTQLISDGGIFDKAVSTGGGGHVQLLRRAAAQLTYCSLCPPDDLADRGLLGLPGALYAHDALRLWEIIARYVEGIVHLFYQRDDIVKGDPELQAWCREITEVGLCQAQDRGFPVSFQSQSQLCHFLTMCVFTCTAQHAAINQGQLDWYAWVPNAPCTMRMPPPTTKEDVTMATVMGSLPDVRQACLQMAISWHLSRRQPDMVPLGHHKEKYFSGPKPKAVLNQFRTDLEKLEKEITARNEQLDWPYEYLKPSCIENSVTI
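Purified human 12hLO (150 nM final) in 25 mM Hepes, 0.01% Triton X-100, pH 7.0 was preincubated 15 min at room temperature with compound. Then 40 uM arachidonic acid was added, 30 min. Hydroperoxide was read by Fe-XO absorbance ratio 573/405 nm.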
GLS inh – qHTS for Inhibitors of Glutaminase (GLS). GLS enzymatic activity, qHTS titration. AID 624170, 2012. actives 0.21% (n = 410,000). Potency, µM (titrated, usually from 45.5 µM), for the others: top-dose activity change, negative = inhibition, actives largely listed as inhibitors; also: % is scaled to controls: 0 for no effect and ±100 for the full control effect
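hKGA in 45 mM KH2PO4 pH 8.2, 0.02% Tween-20 with pin-transferred compounds; 1 mM L-glutamine (stock) plus glutamate oxidase/HRP/Amplex Red coupling added. Fluorescence read initially and after 30 min at RT.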
HP1b binding inh – HTS for Inhibitors of HP1-beta Chromodomain Interactions with Methylated Histone Tails; Potency, µM (titrated, usually from 114 µM), for the others: at the top dose activity change, negative = inhibition, most hits filed as inhibitors; Chromobox protein homolog 1 (Homo sapiens), P83916; AlphaScreen HP1-beta / biotin-H3K9me3 peptide binding; actives 0.56% (n = 390,000); also: nearly all actives have a fitted effect of over 70% in size; inactives centre near 23
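HP1-beta protein (50 nM final) preincubated 30 min at room temperature with biotinylated H3(1-18)K9me3 peptide (50 nM) in PBS pH 7.4, 0.01% Tween-20, then compound added for 30 min. AlphaScreen streptavidin donor/nickel chelate acceptor beads (10 ug/mL final), 30 min dark, luminescence read.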
Pin1 inh – qHTS Assay to Find Inhibitors of Pin1; Peptidyl-prolyl cis-trans isomerase NIMA-interacting 1 (Homo sapiens), Q13526; Pin1 FP peptide displacement, HiFluor488, 10 min; Potency, µM (doses to about 115 µM), without a hit: at the top dose activity, negative = inhibition, usual class: inhibitors; actives 0.009% (n = 390,000); active = well fitted inhibition curve with a large enough effect in the polarisation, with a control signal flat, not every such curve was filed as active; inconclusive = small, poorly fitted or top-dose-only effect, or effect the other way, or a change in a side signal; inactive = no such curve, though single readings can be large or run the other way; the % refers to the polarisation; also: % is scaled to controls: 0 for no effect and ±100 for the full control effect
Target sequence (Q13526 whole entry, looked up): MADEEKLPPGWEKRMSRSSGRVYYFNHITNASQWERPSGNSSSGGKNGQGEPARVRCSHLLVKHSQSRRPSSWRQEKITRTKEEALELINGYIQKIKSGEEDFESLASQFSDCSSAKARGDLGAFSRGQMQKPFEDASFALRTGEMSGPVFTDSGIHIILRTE
ERG-DNA inh – qHTS for Small Molecule Inhibitors of the ERG Ets/DNA interaction; fluorescence polarization, His-ERG Ets domain / labelled DNA; Potency, µM (doses to about 76.9 µM), for inactives: at the top dose FP activity, negative = inhibition, usual class: inhibitors; actives 0.028% (n = 370,000); active = well fitted inhibition curve with a large enough effect in the polarisation, with a control signal flat; inconclusive = small, poorly fitted or top-dose-only effect, or effect the other way, or a change in a side signal; inactive = no such curve, though single readings can be large or run the other way; the % refers to the polarisation;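 also: polarization taken with two DNA probes labelled with fluorescein and Texas red; % of control where 0% means no effect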
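His-tagged ERG Ets domain (1 uM in the protein solution; 300mM KCl, 50mM Tris-HCl, 1mM EDTA, 1mM DTT, pH 7.5) received compound, then a probe mix of 5 nM fluorescein-DNA and 100nM Texas-615-DNA. Fluorescence polarization was read for both dyes.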
TrxR1 inh – qHTS Assay for Inhibitors of Mammalian Selenoprotein Thioredoxin Reductase 1 (TrxR1): qHTS; Thioredoxin reductase 1, cytoplasmic (Rattus norvegicus), O89049; recombinant rTrxR1, NADPH fluorescence consumption, selenite substrate; Potency, µM (highest dose often 114 µM), for the others: at the top dose activity change, negative = inhibition, most hits filed as inhibitors; actives 1% (n = 390,000); also: % is scaled to controls: 0 for no effect and ±100 for the full control effect; nearly all actives have a fitted effect of over 65% in size
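Rat TrxR1 (90 nM in the dispensed reagent) was pre-reduced with 400 uM NADPH for 5 min at room temperature, then incubated with compound for 15 min. After 400 uM selenite was added, NADPH fluorescence (Ex 340/Em 450 nm) was followed for 8 min.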
* marks the source's active call; other numbers are inactive results; i = inactive; ? = inconclusive; . = not tested or not shown; & = joins results of further samples; [ ] = dose if it differs, or a comment. Unless noted, calls follow the shape of the dose curve; as a rule, active = well fitted curve in the direction sought with a large enough effect; inconclusive = small, poorly fitted or top-dose-only effect, or another doubt; inactive = no such curve, though single readings can be large; an effect the other way counts as inactive or inconclusive. Potency is read from the fitted curve at half-maximal effect.

Sample of the layout, 3 compounds:
JMJD2A Tudor inh	canonical_smiles	PGK inhibitor	RGS4 inhibitor	12-LOX inh	GLS inh	HP1b binding inh	Pin1 inh	ERG-DNA inh	TrxR1 inh
-29.4%[57.1 µM]	O=C(COc1cccc(Cl)c1)NNC(=S)Nc1ccccc1	i	?	-28.2%	24.7%	?	-5.3%	-5.2%	-19.6%
-3.7%	Cc1c(NC(=O)CN2CCN(c3ccc(F)cc3)CC2)c(=O)n(-c2ccccc2)n1C	-0.4%	-14.2%	0.4%	0.0%	28.1%	-2.7%	2.1%	16.9%[57.1 µM]
-21.0%	CCc1ccc(N2CC(C(=O)Nc3nc4ccc(S(C)(=O)=O)cc4s3)CC2=O)cc1 (stereo unspecified)	-0.6%	-21.4%	5.3%	-13.2%	-33.4%	-1.7%	1.5%	11.5%

All compounds of this part, previewed entries included:
JMJD2A Tudor inh	canonical_smiles	PGK inhibitor	RGS4 inhibitor	12-LOX inh	GLS inh	HP1b binding inh	Pin1 inh	ERG-DNA inh	TrxR1 inh
-29.4%[57.1 µM]	O=C(COc1cccc(Cl)c1)NNC(=S)Nc1ccccc1	i	?	-28.2%	24.7%	?	-5.3%	-5.2%	-19.6%
-3.7%	Cc1c(NC(=O)CN2CCN(c3ccc(F)cc3)CC2)c(=O)n(-c2ccccc2)n1C	-0.4%	-14.2%	0.4%	0.0%	28.1%	-2.7%	2.1%	16.9%[57.1 µM]
-21.0%	CCc1ccc(N2CC(C(=O)Nc3nc4ccc(S(C)(=O)=O)cc4s3)CC2=O)cc1 (stereo unspecified)	-0.6%	-21.4%	5.3%	-13.2%	-33.4%	-1.7%	1.5%	11.5%
-12.4%[57.1 µM]	Cc1ccc(NC(=O)CC2SC(=NC3CCCCC3)NC2=O)cc1 (stereo unspecified)	i	-49.8%	3.5%	-1.2%	42.3%[activator]	4.4%	0.9%	-7.9%
-8.3%	CCN(CC)S(=O)(=O)c1ccc(NC(=O)C2COc3ccccc3O2)cc1 (stereo unspecified)	-4.5%	8.1%	458.4%[activator]	17.7%	14.4%	2.0%	-5.3%	-9.7%
0.0%	O=C(COc1ccc(Br)cc1)NNC(=O)c1ccc(-n2cncn2)c([N+](=O)[O-])c1	-4.3%	0.4%	9.4%	21.6%	42.2%[activator]	0.0%	-4.1%	13.9%
-25.8%	COc1ccc(C(CNC(=O)c2cc3c(s2)CCC(C)C3)N2CCCC2)cc1 (stereo unspecified)	-2.4%	-41.1%	0.0%	-4.2%	6.8%	8.0%	8.9%	2.3%
-2.1%	O=C(NCc1ccc2c(c1)OCO2)c1nc(Cn2cc(Br)cn2)no1	0.4%	16.7%	-0.6%	1.0%	9.8%	-6.1%	-6.8%	8.1%
1.78µM*	CC(CNCC1CCCO1)COc1cccc2ccccc12 (stereo unspecified)	-7.3%	-5.0%	?	8.4%	?	-6.2%	-4.1%	-10.8%
-11.3%	CCOC(=O)CCC(=O)Nc1ccc([N+](=O)[O-])cc1C	-2.1%	-10.1%	-1.4%	1.7%	-11.6%	-3.0%	5.4%	7.1%
-15.8%	CNS(=O)(=O)c1cc(NC(=O)c2cccc3cccnc23)ccc1C	-1.3%	-7.7%	?	-2.5%	-3.1%	11.3%	-8.1%	8.8%
-18.2%	CC(=O)Nc1cccc(NC(=O)CSc2nnc(NC(=O)c3ccco3)s2)c1	-0.2%	-22.9%	-1.6%	-0.3%	19.2%	-5.7%	7.7%	-6.8%
-5.8%	O=C(NNC(=O)c1cc2ccccc2cc1O)NC1CCCCC1	-10.4%	-42.5%	-3.3%	11.4%	34.3%	21.3%	-1.8%	25.7%
-4.4%	CCOc1nc(NCc2ccco2)nc(Nc2ccccc2F)n1	-7.9%	-11.0%	-10.5%	2.7%	32.5%[activator]	-1.4%	-5.0%	-11.0%
-17.8%	N#Cc1c(N)nc2c(c1-c1cccc(O)c1)CCCCCC2	3.3%	-23.0%	-3.9%	0.0%	7.4%	1.0%	.	15.0%
5.1%	COc1ccc(N2C(=O)CC(N(Cc3ccco3)C(=O)CCC(=O)O)C2=O)cc1 (stereo unspecified)	-1.1%	-27.1%	-0.6%	-9.0%	38.2%	2.3%	-15.2%	-3.4%
-9.0%	O=C(NCc1ccccc1)c1ccc(CS(=O)(=O)c2ccc(Br)cc2)o1	-3.6%	29.6%	-11.0%	-4.4%	25.2%	0.7%	5.6%	10.2%
6.7%	Cc1cc(NC(=O)COc2nnc(-c3ccccc3)c3ccccc23)no1	9.0%	-26.7%	21.5%	5.6%	34.4%[activator]	0.9%	-2.0%	2.3%
-30.0%	Cc1ccc(Cn2c(C(=O)O)c(CNCc3ccc(C)o3)c3ccc(C)cc32)cc1	-4.2%	-26.7%	-2.4%	4.2%	3.4%	1.2%	4.3%	3.8%
30.6%	CCN1c2ccccc2-c2nc3ccccc3n2C1c1ccco1 (stereo unspecified)	-6.8%	-12.5%	0.0%	8.9%	113.3%	-0.3%	-3.7%	?
?	O=C(/C(=C/O)N=Nc1ccccc1)c1ccco1	-7.6%	-4.8%	-86.2%	61.2%[activator]	?	-5.1%	9.4%	13.2%[57.1 µM]
4.2%	O=C(CCn1c(=O)oc2cc(Cl)ccc21)Nc1ccc(O)cc1	-6.8%	-31.3%	-52.8%	?	28.2%	-8.1%	-1.6%	28.3%[57.1 µM]
-10.7%	c1ccc2[nH]c(CSc3nc4ccccc4o3)nc2c1	i	7.8%	1.1%	3.1%	9.7%	-3.3%	.	20.1%
5.62µM*	Cc1ccc(C(C#N)c2ccc3c(C(F)(F)F)cc(C(F)(F)F)nc3n2)cc1 (stereo unspecified)	-0.3%	-7.8%	0.0%	12.5%	14.1µM*	1.4%	-14.6%	7.5%
-10.8%	CC(/C=N/N1CCN(c2ccccc2)CC1)=C\c1ccccc1	-1.1%	-3.2%	26.8%	-4.4%	21.3%	-6.1%	3.4%	29.9%
-21.8%	COc1ccc(NC(=O)N/C=C/c2ccc(Cl)cc2)cc1	-0.4%	-5.3%	?	5.5%	-3.0%	-4.4%	2.6%	-16.4%
-9.7%	CNC(=O)NC(=O)CSc1ccc(S(=O)(=O)N(C)C2CCCCC2)cn1	-0.3%	-0.5%	-20.0%	0.7%	15.6%	16.9%	19.5%	-1.8%
-29.7%	COC(=O)c1c(NC(=O)c2ccc(S(=O)(=O)N3CCCCC3C)cc2)sc2c1CCN(C(C)C)C2 (stereo unspecified)	i	5.0%	-15.2%	4.2%	71.1%[activator]	?	-0.5%	1.9%[57.1 µM]
-3.1%	COc1ccc(C(=O)Oc2ccc(-c3nnco3)cc2)cc1S(=O)(=O)N1CCOCC1	i	-11.8%	-3.8%	-0.5%	17.2%	-2.8%	-5.0%	-43.1%[57.1 µM]
-3.9%	CCOc1ccc(C(=O)c2cc3ccc(O)cc3oc2=O)cc1	-9.1%	7.7%	24.0%&-8.9%	-5.9%	19.4%	?	13.9%	-12.2%
?	COc1ccc(NC(=O)CN(C)CC(=O)Nc2cccc3ccccc23)c(OC)c1	2.3%	10.6%	-25.1%	9.1%	?	2.7%	3.1%	-6.0%
-13.1%	O=C(NCc1cccnc1)Nc1ccc(Cl)cc1	-0.1%	13.4%	2.8%	6.6%	47.4%[activator]	-2.7%	-10.5%	14.4%
8.5%	O=C(CCC(=O)N1CCSc2ccccc21)NCc1ccccc1	i	2.3%	447.8%[activator]	-1.4%	42.3%[activator]	-2.4%	6.7%	8.7%[57.1 µM]
-13.8%	COC(=O)c1ccccc1NC(=O)Cn1ncc2c(C)n(Cc3ccc(F)cc3)c(C)c2c1=O	-1.6%	2.1%	-5.7%	0.7%	33.2%	52.2%[activator]	-7.6%	28.8%
-12.5%	N#Cc1cc2c(nc1SCC(O)CS(=O)(=O)Cc1ccc(Cl)cc1)CCCC2 (stereo unspecified)	-2.0%[11.5 µM]	-1.7%	-17.2%	-0.1%	30.0%	46.2%[activator]	.	24.1%
-1.3%	Fc1ccc(N2CCN(c3ncnc4c3nc3n4CCCC3)CC2)cc1	-3.7%	1.7%	-15.1%	-1.0%	39.6%[activator]	2.9%	-2.2%	-18.2%
4.2%	CCOC(=O)Cc1csc(NC(=O)C(NC(=O)C2CCCCC2)C(C)C)n1 (stereo unspecified)	-7.3%	13.2%	-14.4%	7.9%	42.3%[activator]	-6.1%	-0.5%	13.2%
-21.9%	CC(C)Cn1c(SCC(=O)N(C)c2c(N)n(Cc3ccccc3)c(=O)[nH]c2=O)nc2ccccc21	-3.3%	1.8%	-5.2%	1.0%	?	-0.1%	5.0%	-2.4%

An excerpt; the hit share may differ from the screen's.
